Screening data from PubChem BioAssay.
PG9 binder: PG9 antibody binding by small molecule; TR-FRET gp120-PG9 antibody binding; inhibition, % at 6.7 µM; 360,000 tested, 0.43% active; in the data active = inhibition above about 8.5%
DAX1 inh-1: inhibitors of DAX1 repression of SF-1 activated StAR promoter; HEK293T StAR-luciferase reporter, SF-1/DAX-1 repression relief; inhibition, % at 6.8 µM; 370,000 tested, 1.1% active; AID 652010;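 active = inhibition above the mean over all tested compounds plus 3 SD, cut at about 3.6% in these data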;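 note: 0% = DAX-1 cells with DMSO and 100% = cells lacking DAX-1 with DMSO; higher inhibition means more luminescence from relief of DAX-1 repression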
SMARCA2 act: increases SMARCA2 function in MMTV reporter cells | 370,000 tested, 1% active | activation, % at 9.1 µM | MG213 cells, MMTV-luciferase reporter, dexamethasone, overnight | AID 652017; in the data active = activation above about 7.8%;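 note: 0% = vehicle wells and 100% = reference activator wells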
hgDAF12 agonist: activates the H. glycines DAF-12 receptor ligand-binding domain | HEK293 GAL4-hgDAF12 UAS-luciferase reporter, agonist luminescence; normalized to butyrate control | activation, % at 6.8 µM | AID 687014 | 370,000 tested, 1.8% active;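 active = activation above a cutoff set at the mean of all screened compounds plus 3 SD, cut at about 10% in these data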;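 note: 0% = DMSO wells and 100% = sodium butyrate wells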
hcDAF12 agonist: activators of H. contortus DAF-12 nuclear receptor | HEK293 hcDAF-12 lit1-tk-luc reporter, luminescence; 0% DMSO, 100% Δ7-dafachronic acid | activation, % at 6.8 µM | 370,000 tested, 1.4% active;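 active = activation above the mean of all tested compounds plus 3 SD, cut at about 5.5% in these data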;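 note: 100% = response to 3 µM Δ7-dafachronic acid high control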
Rev-erbA mod: Rev-erb alpha (human) modulation. Rev-erbα–FITC-DNA binding, fluorescence polarization, 90 min. 370,000 tested, 0.79% active. activity, % at 10 µM;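 active = activity above about 14%, limit read from the data; passing the limit was not always enough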;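 note: 0% = DMSO wells with 35 nM protein and 100% = DMSO wells with 750 nM protein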
Target sequence (P20393 whole entry, looked up): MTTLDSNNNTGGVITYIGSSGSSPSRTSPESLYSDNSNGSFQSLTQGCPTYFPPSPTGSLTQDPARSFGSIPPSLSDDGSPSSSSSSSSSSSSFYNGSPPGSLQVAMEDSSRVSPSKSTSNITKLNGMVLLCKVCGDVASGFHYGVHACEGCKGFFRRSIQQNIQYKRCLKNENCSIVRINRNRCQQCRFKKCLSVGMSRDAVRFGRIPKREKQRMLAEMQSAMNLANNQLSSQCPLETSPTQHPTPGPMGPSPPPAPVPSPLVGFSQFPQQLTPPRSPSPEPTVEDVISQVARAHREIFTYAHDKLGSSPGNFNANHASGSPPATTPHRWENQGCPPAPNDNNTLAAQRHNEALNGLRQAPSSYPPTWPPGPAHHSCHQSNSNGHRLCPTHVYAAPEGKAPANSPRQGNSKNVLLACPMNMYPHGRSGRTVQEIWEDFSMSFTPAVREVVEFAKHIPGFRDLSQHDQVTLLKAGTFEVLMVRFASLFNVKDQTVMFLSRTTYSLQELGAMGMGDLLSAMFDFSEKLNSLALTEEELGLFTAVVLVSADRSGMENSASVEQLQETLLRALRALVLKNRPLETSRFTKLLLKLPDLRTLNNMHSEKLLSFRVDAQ
GAA850 FXN act: frataxin GAA850 promoter activation; HEK293 lucGAA850 FXN promoter luciferase reporter, 24 h; percent of 10 µM SAHA response; activation, % at 6 µM; 360,000 tested, 0.56% active;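 active = activation above the average of all compounds screened plus 3 SD, cutoff fixed separately per campaign, cut at about 7.5% in these data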;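 note: 0% = DMSO wells and 100% = 10 µM SAHA wells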
PLCb3 inh: blocks human PLC-beta3 enzyme activity; Purified PLC-beta3, fluorogenic substrate, fluorescence; inhibition, % at 12.2 µM; Q01970; AID 720704; 370,000 tested, 0.18% active; in the data active = inhibition above about 11%;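 note: 0% = median of compound wells on plate and 100% = full blocker control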
sPLA2-III inh: Blocks human group III sPLA2 activity. AID 743126. Q9NZ20. 370,000 tested, 0.56% active. QFRET BODIPY PC-A2 liposome hydrolysis, fluorescence. inhibition, % at 12.2 µM;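 active = inhibition above mean plus 3 SD of compounds lying within the high and low control bounds, cut at about 19% in these data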;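 note: 0% = median of test compound wells and 100% = no enzyme DMSO wells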
ssDAF12 agonist: activates DAF-12 receptor from parasite S. stercoralis; HEK293 ssDAF-12/GRIP1 lit1-tk-luc reporter, luminescence; % of 3 µM dafachronic acid response; AID 652126; activation, % at 6.8 µM; 370,000 tested, 1% active;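 active = activation above the mean over all tested compounds plus 3 SD, cut at about 0.9% in these data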;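 note: 0% = DMSO-only wells and 100% = 3 µM delta7-dafachronic acid wells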
DAX1 inh-2: inhibitors of human orphan nuclear receptor DAX1 (NR0B1) | P51843 | HEK293 Gal4-DAX1 luciferase reporter, luminescence | inhibition, % at 6.75 µM | 340,000 tested, 0.99% active | AID 504766;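 active = inhibition above the mean over all tested compounds plus 3 SD, cut at about 4.2% in these data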;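 note: 0% = DAX1-transfected cells with DMSO and 100% = empty-vector control cells with DMSO; inhibition shows as a rise in luminescence from relieved DAX1 repression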
Target sequence (P51843 207-470 limits assumed): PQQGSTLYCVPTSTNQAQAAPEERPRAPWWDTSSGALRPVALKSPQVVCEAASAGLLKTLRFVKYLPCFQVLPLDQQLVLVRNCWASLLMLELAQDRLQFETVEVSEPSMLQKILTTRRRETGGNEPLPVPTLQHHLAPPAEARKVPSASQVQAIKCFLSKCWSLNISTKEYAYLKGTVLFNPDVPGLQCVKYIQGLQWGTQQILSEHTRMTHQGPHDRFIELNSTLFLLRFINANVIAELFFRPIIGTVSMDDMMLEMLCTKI
Starred values were filed as active, the others as inactive; / = no result given. Random draw from the library. About 7% of those tested had a hit in this group.

SMILES | PG9 binder | DAX1 inh-1 | SMARCA2 act | hgDAF12 agonist | hcDAF12 agonist | Rev-erbA mod | GAA850 FXN act | PLCb3 inh | sPLA2-III inh | ssDAF12 agonist | DAX1 inh-2
Cc1ccc(-c2cc(C(=O)N3CC(C)CC(C)C3)c3ccccc3n2)o1 (centres undefined) | -2.7 | 0.0 | -2.9 | 0.5 | 0.5 | -9.4 | 2.4 | -216.3 | -8.5 | -1.0 | 0.4
CCOC(=O)CCCn1ccc2cc(S(=O)(=O)N3CCCC3)ccc21 | 0.5 | -0.5 | -3.9 | -0.9 | -1.0 | -3.4 | -0.1 | -5.2 | -5.1 | -1.0 | 0.0
Cc1cc2c(ncn2Cc2ccccc2)c(N)c1C | -2.2 | 0.0 | -0.8 | -1.1 | -2.0 | -1.8 | 1.3 | -12.3 | -3.0 | -1.2 | 0.0
COCCN(C(=S)Nc1cccc(Cl)c1C)C(C)c1ccco1 (centres undefined) | 1.1 | 0.3 | -2.9 | 0.2 | -0.6 | -3.9 | -1.1 | -2.9 | 0.5 | -1.2 | 0.1
O=C(c1ccc(F)cc1)C1CCN(C(=O)c2ccc(Cl)cc2)CC1 | -1.8 | -0.4 | -0.6 | -1.9 | -2.9 | 4.4 | 0.8 | -4.3 | -2.0 | -1.5 | 0.0
C=CCn1c(-c2ccccc2)nc(=S)c2c1CCCC2 | 0.9 | -0.2 | -2.3 | -0.6 | 1.6 | -1.0 | -0.3 | -7.7 | 4.7 | -1.5 | 1.8
Cc1nc(NC(=S)NC(=O)COc2ccc(Cl)cc2)ccc1Br | -0.6 | -0.5 | -0.6 | 2.0 | 0.2 | 12.5 | -0.2 | 4.1 | 4.4 | -0.8 | 6.0*
O=C(c1cccn2c(=O)c3ccccc3nc12)N1CCN(c2ccccn2)CC1 | -3.2 | -0.2 | -0.3 | -0.4 | -0.6 | 2.0 | -1.1 | -120.7 | -0.4 | -2.2 | -0.8
CC(=O)N1CCOc2ccc(S(=O)(=O)NCc3ccc(F)cc3)cc21 | -0.9 | -1.5 | -0.9 | -0.6 | -0.3 | -6.6 | -0.1 | 0.1 | -1.3 | -0.9 | 0.6
Cc1ccc2occ(/C=N/NC(=O)c3ccc(Cl)cc3)c(=O)c2c1 | 0.0 | 0.1 | -1.4 | 4.5 | -1.5 | -15.3 | 0.9 | -3.8 | -4.8 | -1.0 | -0.3
COCCn1cnc2c1c(=O)n(Cc1cc(C(C)=O)ccc1OC)c(=O)n2Cc1ccccc1 | 1.2 | -0.2 | -4.5 | -3.6 | 0.7 | 10.1 | 2.6 | -11.6 | 11.2 | -0.7 | -0.9
Cc1ccc(N(C(=O)C2CCCC2)C2C=CS(=O)(=O)C2)cc1C (centres undefined) | -1.3 | 0.1 | -2.4 | 1.1 | 0.7 | 0.8 | -6.5 | 3.8 | 3.0 | -1.2 | 0.7
O=C(Cn1cnc2ccccc21)NC(c1ccccc1)c1ccccc1 | 2.1 | -1.0 | -0.7 | 1.7 | -0.6 | 0.1 | -1.0 | 2.9 | -5.5 | -1.8 | -0.1
CC(=O)N1N=C(c2ccc(Cl)cc2)OC1c1ccc(C(C)C)cc1 (centres undefined) | -0.3 | -0.1 | 1.7 | 0.0 | -1.5 | 1.4 | 3.6 | 1.6 | -5.5 | -1.1 | 2.1
CC(C)(C)OC(=O)N1CCC(Cc2cc(-c3cccc(Br)c3)no2)(C(=O)O)CC1 | -0.4 | 0.3 | -1.1 | 0.6 | -0.6 | 0.7 | -0.4 | -0.5 | -20.8 | -1.3 | -0.1
O=C(C/C=N\OCc1ccc([N+](=O)[O-])cc1)Nc1ccc(Br)cc1 | -1.0 | 0.5 | -0.9 | 0.3 | -1.7 | 2.8 | -0.1 | -4.1 | -31.3 | -0.3 | 0.1
Cc1cc(C(=O)N/N=C/c2cccc(Cl)c2Cl)no1 | -0.6 | 0.2 | 10.7* | 7.0 | 1.2 | 1.6 | 5.4 | 0.0 | -1.3 | -0.8 | 1.4
CCOC(=O)N1CCC(NC(=O)c2ccc3c(Cl)c4c(nc3c2)CCCC4)CC1 | -0.2 | -0.8 | -1.0 | -1.5 | -0.4 | -2.2 | 0.9 | -0.1 | -9.0 | -1.2 | -0.2
Cc1ccc(CNC(=O)C(c2ccccc2)c2ccccc2)cc1 | 1.0 | -0.1 | -2.4 | -0.5 | 0.1 | 2.6 | -2.3 | -2.2 | -8.8 | -0.6 | -0.2
CSc1ncnc2c1ncn2CCCNCc1ccc(C)o1 | 0.8 | 2.7 | -3.6 | -2.6 | 0.5 | -1.5 | -0.3 | -1.5 | 1.3 | 0.1 | 0.9
COc1ccccc1CNC(=O)CCC(=O)Nc1nnc(C(C)C)s1 | -0.6 | 0.3 | 1.0 | 1.9 | -0.6 | -1.1 | 1.8 | 1.4 | -0.7 | -1.0 | 1.8
CCc1ccccc1NC(=O)c1ccc(NS(C)(=O)=O)cc1 | 0.5 | -0.2 | -2.7 | -0.5 | -0.7 | 1.2 | 3.4 | -1.9 | -2.6 | -1.6 | /
CC(C)OP(=O)(OC(C)C)C1(NS(=O)(=O)c2ccc(Cl)cc2)C=C(Cl)C(=O)C(Cl)=C1 | 1.1 | -0.3 | -3.0 | 0.4 | -2.8 | 2.1 | 0.8 | -1.1 | -1.6 | -1.2 | -0.5
O=C(CSc1nncc(=O)[nH]1)NCc1ccccc1 | -0.6 | -0.2 | -1.6 | -0.4 | -2.0 | -2.7 | -0.1 | -0.4 | 7.2 | -0.1 | 0.4
COc1ccccc1NC(=O)Cn1cnc2c(nc3n2CCCCC3)c1=O | -2.9 | 1.2 | -0.9 | 2.7 | 0.2 | -4.1 | 0.2 | -2.2 | 4.7 | -1.1 | -0.1
(listing goes on)
SMILES | PG9 binder | DAX1 inh-1 | SMARCA2 act | hgDAF12 agonist | hcDAF12 agonist | Rev-erbA mod | GAA850 FXN act | PLCb3 inh | sPLA2-III inh | ssDAF12 agonist | DAX1 inh-2
CC(=O)N1CC(C(=O)Nc2ccc3c(c2)OCO3)Oc2ccccc21 (centres undefined) | -1.8 | -0.3 | -2.4 | 0.1 | -0.1 | -2.8 | 1.3 | -2.1 | 17.1 | -1.0 | 0.5
Cc1ccc(NC(=O)Cn2cc(S(=O)(=O)c3ccc(F)cc3)c(=O)c3cc(F)ccc32)cc1 | 23.7* | -0.6 | -0.8 | 2.0 | -0.5 | 9.6 | -0.3 | -0.8 | 2.7 | -2.1 | 2.2
CCc1ccc2nc(N3CCN(C)CC3)c(C#N)cc2c1 | -0.5 | -0.4 | 2.0 | 5.1 | 0.4 | -3.5 | 1.3 | -54.4 | -4.8 | -2.0 | 0.8
O=C1CC/C=C\C[C@@H](CC(=O)N(CCO)Cc2ccccc2)C(=O)NCCO1 | 0.2 | -0.5 | 0.3 | 0.2 | -1.6 | -1.8 | 0.9 | 2.8 | 3.6 | -1.2 | 1.6
Cc1cccc(CSc2nnc(NC(=O)c3ccco3)s2)c1 | -1.2 | -0.7 | -0.4 | -1.4 | 1.3 | 1.0 | 0.9 | -37.9 | -2.7 | -0.7 | -0.2
O=C(Cn1cc(C(F)(F)F)ccc1=O)NC(c1ccccc1)c1ccccc1 | -1.1 | 0.3 | -3.0 | -1.0 | -0.9 | 0.1 | -1.1 | 4.2 | -5.8 | -0.7 | 0.4
Cc1ccc(S(=O)(=O)CC(=O)Nc2nc3ccc(S(N)(=O)=O)cc3s2)cc1 | 0.1 | 0.0 | -3.9 | 2.1 | -1.9 | 1.2 | 0.1 | -6.7 | -19.4 | -0.9 | 0.2
Cc1cccc(NC(=O)CN2C(=O)N/C(=C/c3ccc(-c4cccc(C(=O)O)c4C)o3)C2=O)c1 | -2.3 | 0.3 | 5.4 | 1.1 | -0.8 | 6.2 | 1.7 | -32.1 | -5.5 | -0.9 | 0.2
N#CC(=C(O)COC(=O)CCC1CCCCC1)c1nc2ccccc2[nH]1 | -1.5 | 0.8 | 2.9 | 1.1 | 1.8 | 4.4 | 0.8 | -17.6 | -17.4 | -0.7 | 1.6
C=CCNC(=O)c1ccccc1NC(=O)c1ccccc1C | 1.1 | -0.8 | 2.1 | -2.7 | -1.2 | -0.8 | -0.2 | 1.3 | -3.8 | -1.3 | -0.3
COc1cc(C)nc2nc(SCc3ccccc3)nn12 | -1.7 | -0.8 | 2.2 | 2.3 | -1.0 | -5.4 | -1.5 | 1.4 | 1.6 | -0.9 | 1.1
COc1ccccc1CCn1cnc(-c2ccccc2)c1CC(C)C | 0.2 | -3.7 | -7.7 | -4.1 | -2.4 | 5.0 | / | 6.9 | 15.2 | -2.1 | /
COc1ccc(NCC(=O)N/N=C/C(C)c2ccccc2)cc1 (centres undefined) | -1.7 | -0.8 | 0.2 | 3.1 | 0.2 | 1.7 | -0.6 | -7.2 | 7.8 | -1.9 | -0.3
Cc1ccc(-n2nnnc2SCC(=O)c2c(N)n(C3CC3)c(=O)[nH]c2=O)cc1C | 1.6 | 2.9 | -2.6 | 1.2 | 1.6 | 20.8* | 0.8 | -7.3 | 6.0 | 0.0 | 1.0
COc1cc(OC)c(OC)cc1CCC(C)NC(=O)Cc1ccccc1 (centres undefined) | -0.5 | 0.0 | 0.5 | 0.7 | -1.6 | -1.7 | 0.9 | 3.6 | -2.4 | -0.9 | -2.0
CC(C)OC(=O)CSc1n[nH]c(-c2cccnc2)n1 | -3.5 | 0.3 | -5.8 | 0.1 | -2.6 | 6.8 | -0.2 | -1.5 | 1.1 | -0.5 | -1.7
CC(C)(C)c1ccc(C(CC(=O)O)NC(=O)CCCc2ccccc2)cc1 (centres undefined) | -2.3 | -0.1 | -3.5 | -0.1 | 0.1 | 2.1 | 1.4 | 4.7 | 5.0 | -1.2 | 0.8
Cc1cc(NC(=O)c2cc3nc(C4CC4)cc(C(F)(F)F)n3n2)no1 | -0.2 | 0.1 | -0.8 | -0.2 | -2.6 | 0.4 | 3.2 | -12.6 | 0.0 | -1.0 | 0.5
COc1ccccc1CN1CCNC(=O)C1CC(=O)NC1Cc2ccccc2C1 (centres undefined) | 0.5 | -0.4 | -3.0 | -3.7 | 2.5 | 1.1 | -0.1 | -4.0 | 4.9 | -0.6 | -0.7
CC(C)Sc1nc2ccccc2c(=O)[nH]1 | -3.1 | 0.6 | -1.2 | -1.9 | -1.0 | 0.4 | 1.7 | -1.1 | 2.5 | -1.2 | -0.9
Cc1cc(C)cc(NC(=O)CSc2nnc(C3CC3)n2CC2CCCO2)c1 (centres undefined) | -2.7 | 0.4 | -0.9 | -1.9 | -2.0 | -3.0 | -1.3 | -3.7 | -3.8 | -1.1 | 0.0
O=C(Nc1ccccn1)c1sc2cc([N+](=O)[O-])ccc2c1Cl | -14.9 | 0.5 | 3.9 | 3.4 | 3.8 | 1.5 | 4.9 | -5.6 | 1.2 | -0.9 | 0.8
OC(COCc1cccs1)CN1CCN(c2ccccn2)CC1 (centres undefined) | -0.3 | 0.1 | 1.8 | 0.8 | -1.1 | 3.7 | 1.5 | 2.9 | 1.7 | -1.1 | -0.7
O=C(N[C@H](Cc1ccccc1)C(=O)NCc1ccco1)[C@H]1O[C@@H](n2ccc(=O)[nH]c2=O)[C@H](O)[C@@H]1O | 1.2 | 0.0 | 4.2 | 0.4 | -0.5 | 4.1 | / | 3.6 | 2.2 | -0.7 | /
